# BAZ2B inh: BAZ2B (human) inhibition; Q9UIF8; AlphaScreen BAZ2B-H3K14Ac peptide displacement; Potency, µM (highest dose often 114 µM), without a hit: at the highest dose activity change, negative = inhibition, actives largely listed as inhibitors; 4.4% of 360,000 active; note: potency is the fitted concentration of half-maximal effect; % is set by controls: 0 for no effect and ±100 for the full control effect; nearly all actives have a fitted effect of over 60% in size
#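 AlphaScreen luminescence quantifies BAZ2B engagement of H3K14Ac peptide; the protein and biotinylated peptide are both at 50 nM final, buffer PBS pH 7.4 with 0.01% Tween-20, all steps at room temperature.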
# G9a block: inhibitors of human histone lysine methyltransferase G9a. G9a H3K9 monomethylation, AlphaScreen, 2 h. Potency, µM (highest dose often 102 µM), without a hit: at the top dose activity, negative = inhibition, hits mostly inhibitors. 8.8% of 350,000 active. AID 504332; note: potency is the fitted concentration of half-maximal effect; % is set by controls: 0 for no effect and ±100 for the full control effect; nearly all actives have a fitted effect of over 75% in size
#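 Using a bead-based AlphaScreen, monomethylated H3K9 product from 2 h room-temperature reactions (G9a 20 nM, peptide 500 nM, SAM 20 uM) was detected with 0.5 ug/mL rabbit anti-H3K9me1 antibody.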
# 12-LOX inh: inhibitors of human 12S-lipoxygenase ALOX12; P18054; purified 12hLO, xylenol orange hydroperoxide absorbance; Potency, µM (series often up to 108 µM), inactives show at the highest dose activity change, negative = inhibition, actives largely listed as inhibitors; 1.1% of 580,000 active; AID 1671190; note: potency is the fitted concentration of half-maximal effect; % is set by controls: 0 for no effect and ±100 for the full control effect
#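 Purified human 12hLO at 150 nM in 25 mM Hepes, 0.01% Triton X-100, pH 7.0, preincubated 15 min at room temperature with compound. Reaction started with 40 uM arachidonic acid, 30 min at room temperature. Hydroperoxide measured by Fe-xylenol orange, 573/405 nm absorbance ratio.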
# JMJD2A Tudor inh: blocks the human JMJD2A Tudor domain. O75164. AlphaScreen JMJD2A-Tudor / H3K4me3 peptide binding. Potency, µM (series often up to 114 µM), for inactives: top-dose activity change, negative = inhibition, most hits filed as inhibitors. 4.4% of 390,000 active. AID 504339; note: potency is the fitted concentration of half-maximal effect; % is set by controls: 0 for no effect and ±100 for the full control effect; nearly all actives have a fitted effect of over 50% in size
# PI4K2A inh: PI4K2A (human) kinase inhibition. purified PI4K2A, ADP-Glo luminescence, 1 h; stronger effect = lower value. activity change, negative = inhibition, % at 76.9 µM. 0.13% of 420,000 active. AID 1346378; in the data active = activity change below about -50%; inconclusive = mostly about -30% to -49%;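 note: -100% = wells without enzyme as full effect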
#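 In this quantitative HTS, ADP production by PI4K2A was quantified luminescently after 1 h at ambient temperature; 100 microM adenosine served as plate-quality control.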
# HP1b chromo inh: HP1-beta chromodomain-methylated histone interaction inhibition; P83916; AlphaScreen HP1-beta / biotin-H3K9me3 peptide binding; Potency, µM (doses to about 114 µM), for the others: at the top dose activity change, negative = inhibition, actives largely listed as inhibitors; 0.56% of 390,000 active; AID 540317; note: potency is the fitted concentration of half-maximal effect; nearly all actives have a fitted effect of over 70% in size; inactives centre near 23
#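 Compound inhibition of the preformed complex between 50 nM HP1-beta and 50 nM biotinylated H3K9me3 peptide was read by AlphaScreen. Buffer was PBS pH 7.4 with 0.01% Tween-20. Incubations ran 30 min at room temperature, with 10 ug/mL donor/acceptor beads.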
# RGS4 inhibitor: human RGS4 inhibition; Transcreener GDP fluorescence polarization, RGS4-accelerated GTP hydrolysis; P49798; 0.039% of 390,000 active; Potency, µM (doses to about 114 µM), without a hit: top-dose activity change, negative = inhibition, actives largely listed as inhibitors; note: potency is the fitted concentration of half-maximal effect; % is set by controls: 0 for no effect and ±100 for the full control effect; nearly all actives have a fitted effect of over 75% in size; some results filed as inactive show a strong effect at the top dose
#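 MLSMR compounds (23 nl, pin-transferred) preincubated 10 min at room temperature with a 500nM (2x) first reagent, then RGS4 at 900nM (2x) plus Transcreener GDP mix added; fluorescence polarization (620/688 nm) read before and after 90 min at 30 °C.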
# GLS inhibitor: glutaminase GLS (human) inhibition. GLS enzymatic activity, qHTS titration. Potency, µM (top dose mostly 45.5 µM), for inactives: top-dose activity change, negative = inhibition, usual class: inhibitors. 0.21% of 410,000 active. AID 624170; note: potency is the fitted concentration of half-maximal effect; % is set by controls: 0 for no effect and ±100 for the full control effect
#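 Enzyme dispensed in phosphate buffer (45 mM, pH 8.2, 0.02% Tween-20), compounds pinned in, then 1 mM L-glutamine solution and the glutamate oxidase–HRP–Amplex Red mix added; fluorescence read immediately and again after 30 min at room temperature.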
# ERG-DNA inh: blocks human ERG Ets domain binding to DNA; 0.028% of 370,000 active; Potency, µM (top dose mostly 76.9 µM), inactives show at the top dose FP activity, negative = inhibition, usual class: inhibitors; fluorescence polarization, His-ERG Ets domain / labelled DNA; active = well fitted inhibition curve with a large enough effect in the polarisation, with a control signal flat; inconclusive = small, poorly fitted or top-dose-only effect, or effect the other way, or a change in a side signal; inactive = no such curve, though single readings can be large or run the other way; the % refers to the polarisation;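 note: polarization taken with two DNA probes labelled with fluorescein and Texas red; potency is the fitted concentration of half-maximal effect; % of control where 0% means no effect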
#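 His-tagged ERG Ets domain (1 uM in the protein solution; 300mM KCl, 50mM Tris-HCl, 1mM EDTA, 1mM DTT, pH 7.5) received compound, then a probe mix of 5 nM fluorescein-DNA and 100nM Texas-615-DNA. Fluorescence polarization was read for both dyes.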
# Active calls of the source: *; ? = inconclusive; . = not tested or not shown; & = joins results of further samples; ! = a repeat was not active; [ ] = another dose, or the depositor's remark. Unless noted, calls come from the whole dose curve; as a rule, active = well fitted curve in the direction sought with a large enough effect; inconclusive = small, poorly fitted or top-dose-only effect, or another doubt; inactive = no such curve, though single readings can be large; an effect the other way counts as inactive or inconclusive. Some of the compounds tested (hit frequency here may not be typical).
SMILES,BAZ2B inh,G9a block,12-LOX inh,JMJD2A Tudor inh,PI4K2A inh,HP1b chromo inh,RGS4 inhibitor,GLS inhibitor,ERG-DNA inh
O=C(Cc1ccc(S(=O)(=O)N2CCOCC2)s1)N1CCN(c2ccc(C(F)(F)F)cc2[N+](=O)[O-])CC1,-11%,6%[0.501 µM],-3%,-33%,0,12%,-7%,-8%,1%
Cc1ccc(CNCc2ccccc2Cl)cc1,0%,0%[59 µM],172%[activator],-12%,-3,32%,3%,9%,8%
C=C(C)CNC(=S)Nc1cccc(S(=O)(=O)NC2=NCCC2)c1,-12%,-16%,-12%,-1%,2,48%[activator],0%,-4%,-9%
COc1ccc(OC)c(NC(=O)COc2ccc(S(=O)(=O)N3CCCC3)cc2)c1,-16%,40µM*,-8%,-17%,5,15%,-19%,-5%,-3%
Cc1ccccc1C(=O)NC(NC(=S)Nc1ccc(S(N)(=O)=O)cc1)C(Cl)(Cl)Cl (stereo unspecified),-33%,-15%[59 µM],-24%,-31%,-1,4%,-8%,7%,.
COc1cccc(NS(=O)(=O)c2cc(C)sc2C)c1,3%,-7%[59 µM],0%,-12%,-1,22%,-11%,1%,12%
COc1ccc(CCNC(=O)c2cnn(-c3cccc(C)c3)c2C2CCN(C(=O)OC(C)(C)C)CC2)cc1OC,0%[57.1 µM],-19%[59 µM],-22%,-24%,1,1%,31%,-12%,-11%
Cc1cc(C)c(OCC(=O)OCC(=O)NC2CCC(C)CC2)c(C)c1 (stereo unspecified),-2%,-7%,-6%,6%,3,21%,0%,0%,-10%
Cc1ccc([N+](=O)[O-])cc1S(=O)(=O)N(C(=O)c1ccncc1)c1ccc2oc3c(c2c1)CCCC3,?,-46%[59 µM],-23%,?,5,-12%,-19%,13%,2%
Cc1ccc(C(C)(C)NC(=O)C2CCC(=O)N(Cc3ccccc3F)C2)cc1 (stereo unspecified),-1%,8%,13%,-11%,4,21%,-12%,3%,-5%
CCCC(C(=O)NCC1CCCO1)N(Cc1ccco1)C(=O)CNS(=O)(=O)c1ccc(F)cc1 (stereo unspecified),-3%,-26%[12.7 µM],0%,-3%[11.4 µM],-3,0%,-14%[11.4 µM],24%,-2%
N#CC1(NC(=O)COc2ccc(S(=O)(=O)N3CCCC3)cc2[N+](=O)[O-])CCCCC1,-23%,14µM*,-17%,-14%,-2,1%,-15%,8%,6%
COc1ccc(C2CC(c3ccccc3)=NN2C(=O)COC(=O)c2nc3nccc(C)n3n2)cc1 (stereo unspecified),-30%,-35%,-23%,-5%,1,34%,13%,5%,0%
O=C(CSc1nc(-c2ccccc2)ns1)NCC1CCCO1 (stereo unspecified),-16%,22µM*,-27%,-4%,3,-6%,?,5%,-5%
CC(C)(C)NC(=O)C(c1cccs1)N(C(=O)C(=O)NC1CCCC1)c1ccccc1F (stereo unspecified),-1%,15%,-1%,-6%,-4,14%,1%,2%,-4%
COc1cccc(C(=O)NC2CCCc3ccccc32)c1OC (stereo unspecified),2%,22%,-16%,8%,-8,37%,-8%,-11%,2%
CCNC(=S)NCC,.,.,?,6%,-2,34%,9%,0%,-5%
COc1cc(NS(=O)(=O)c2ccc(NC(=O)COc3ccccc3C)cc2)nc(OC)n1,-30%,?,?,-16%,-5,43%[activator],-24%,6%,.
Cc1nn(S(=O)(=O)c2ccc(F)cc2)c(C)c1S(=O)(=O)N1CCC(C)CC1,3%,-4%[59 µM],0%,4%,-3,25%[57 µM],-9%,2%,0%
Cc1ccc(C(C)n2cc(C(=O)NCc3ccccn3)nn2)cc1 (stereo unspecified),-16%,-7%,0%,-12%[11.4 µM],2,66%[activator],-3%[11.4 µM],4%,13%
Cc1ccc(-c2nc(NC(=O)CSc3cc(C)c4ccccc4n3)ns2)cc1,10µM*!,35µM*,4%,?,-2&-2,-14%&-18%,-2%&-45%,-10%&-5%,-2%&4%
CN(C)c1ccc(S(=O)(=O)N(C)C)cc1[N+](=O)[O-],-28%,-21%,1%,-17%,-1,22%,11%,-24%,6%
COc1ccc(-n2nnnc2SCC(=O)c2ccc(OC)c(OC)c2)cc1,-2%,-10%[59 µM],3%[57.4 µM],-31%,1,22%,-49%,0%,5%
Clc1ccc2[nH]c(-c3ccccc3)cc2c1,-4%,9%[59 µM],?,-10%,-12,21%,-2%,4%,4%
COCCNC(=O)c1c(CSc2ccc(Cl)cc2)noc1C(=O)NCc1ccccc1,.,.,-9%,0%,-6,39%,15%,8%,-11%

# Retrieved one by one from the entries so far:
SMILES,BAZ2B inh,G9a block,12-LOX inh,JMJD2A Tudor inh,PI4K2A inh,HP1b chromo inh,RGS4 inhibitor,GLS inhibitor,ERG-DNA inh
COc1ccc(-n2nnnc2SCC(=O)c2ccc(OC)c(OC)c2)cc1,-2%,-10%[59 µM],3%[57.4 µM],-31%,1,22%,-49%,0%,5%
COc1ccc(C2CC(c3ccccc3)=NN2C(=O)COC(=O)c2nc3nccc(C)n3n2)cc1 (stereo unspecified),-30%,-35%,-23%,-5%,1,34%,13%,5%,0%
COc1ccc(OC)c(NC(=O)COc2ccc(S(=O)(=O)N3CCCC3)cc2)c1,-16%,40µM*,-8%,-17%,5,15%,-19%,-5%,-3%

# The list continues.
SMILES,BAZ2B inh,G9a block,12-LOX inh,JMJD2A Tudor inh,PI4K2A inh,HP1b chromo inh,RGS4 inhibitor,GLS inhibitor,ERG-DNA inh
Cc1ccc(S(=O)(=O)NCCCNS(=O)(=O)c2ccc(C)cc2)cc1,10%,14%[12.7 µM],?,-9%,6,32%,-31%,-5%,.
CC(=O)C1=C(O)C(=O)N(CCC(=O)O)C1c1ccccc1[N+](=O)[O-] (stereo unspecified),?,-24%[59 µM],?,-26%,-4,3%,6%,0%,10%
O=C(Nc1cccc(Cl)c1)C1COc2ccccc2O1 (stereo unspecified),17%,43%[activator],0%,34%,7,48%[activator],-13%,-9%,-6%
CCOC(=O)CSc1nc2cc3c(cc2c(=O)n1CCCCCC(=O)NCc1ccc(OC)cc1)OCO3,-1%,7%[59 µM],?,-14%,5,8%,7%,3%,-2%
CCN(CC)P1(=O)OC(c2cc(OC)c(OC)c(OC)c2)=Nc2c1c(C)nn2-c1ccccc1 (stereo unspecified),?,50µM*,-13%,-20%,-2,10%,-5%,5%,.
CC(C)(C)OC(=O)C[C@@H]1C/C=C\C[C@H](CC(=O)N(CCO)Cc2ccccc2)C(=O)N[C@@H](Cc2ccccc2)COC1=O,.,.,-11%,-24%,0,21%,8%,10%,-1%
COC(=O)c1cc(NC(=O)Nc2ccc3snnc3c2)cc(C(=O)OC)c1,-19%,?,-21%,-9%,3,53%[activator],-93%,0%,-1%
CCN1CCOC(CC(=O)Nc2ccc([N+](=O)[O-])cc2)C1=O (stereo unspecified),-10%,?,0%,-11%,3,27%,2%,6%,5%
CCCSc1nc2sc3c(c2c(=O)[nH]1)CCN(Cc1ccccc1)C3,-2%,10µM*,.,-27%[11.4 µM],-4,10%,-3%[11.4 µM],?,3%
NC(=S)N/N=C/c1ccc(-c2cccc([N+](=O)[O-])c2)o1,-15%,7%[59 µM],?,-28%,-2,17%,?,35%[activator],-2%
CCCCCC(=O)NNC(=S)NC(C)=O,11%,18µM*,-3%,45µM*,-4,-1%,-47%,3%,5%
CC(=O)OC(C(=O)NC1CCCCC1)c1ccc(C)cc1 (stereo unspecified),-3%,-7%,32%[activator],-28%,-9,21%,4%,-2%,-6%
CC[C@H](C)C(N)c1cn(C(CCCN=C(N)N)C(=O)N2CCNCC2)nn1 (stereo partly specified),?,0%[2.33 µM],11%,-25%,-2,15%,8%,4%,-7%
COc1ccc(Sc2nc(-c3ccccn3)ncc2OC)cc1,28µM*,0%,-13%,?,-14,28%,-8%,-2%,-16%
Cc1cn(CC(=O)N2CCN(c3ccccn3)CC2)c(=O)[nH]c1=O,.,.,15%,1%,-1,18%,-12%,0%,0%
COc1ccc2c(c1)O/C(=C\c1sccc1C)C2=O,4%,-4%,?,-19%,-8,15%,-32%,-1%,-3%
O=C(NC1CCCC1)C(c1ccccn1)N(C(=O)c1csnn1)c1ccccc1 (stereo unspecified),-1%,43%,0%,-19%,-3,-12%,13%,?,5%
COC(=O)c1ccc2nc(-c3cccc(N)c3)cn2c1,-4%,.,3%,-18%,-9,30%,-32%,5%,20%
CCN(C(C)=O)c1cnc(C=NNC(N)=S)c2ccccc12,.,.,?,56µM*,-1,2%,-46%,26%,-9%
CCO[C@@H]1OC(C(=O)N2CCOCC2)=C[C@H](C2CCCCC2)[C@H]1CCCO,-34%,12%[12.7 µM],-6%,-30%,-4,25%,4%,4%,11%
COc1ccc(N2CCN(C(=O)Cn3cnc4sc(C)c(S(=O)(=O)N5CCOCC5)c4c3=O)CC2)cc1,-4%,?,-16%,-13%,0,-3%,-4%,9%,12%
CCNC(=S)N/N=C/c1ccc(OCC(=O)Nc2ccc(OC)cc2)c(OC)c1,1%,20%[59 µM],18%,-12%,8,2%,-2%,9%,-4%
CC(C)OP(=O)(CCP(=O)(OC(C)C)OC(C)C)OC(C)C,4%,.,-3%,4%,-1,26%,0%,-8%,-7%
Cn1c(CN2CCCCC2)nc2cc(NC(=O)c3ccc(Cl)cc3)ccc21,-34%&-31%,?,-18%&-3%,-10%&-15%,2&0,17%&22%,-15%&8%,-9%&2%,-9%&-8%

# Compound activity (PubChem BioAssay)
